# Screening data: PubChem, NCI
# Growth percent in the NCI-60 one-dose screen (48 h, 10 µM unless noted): 100 = growth as untreated, 0 = no growth, -100 = all killed.
# SK-OV-3: SK-OV-3 ovarian cancer cells. 3.2% of 80,000 active. AID 1794785
# OVCAR-4: OVCAR-4 ovarian cancer cells; 3.7% of 80,000 active; AID 1794784
# IGROV1: IGROV1 ovarian cancer; 4.7% of 79,000 active
# SN12C: SN12C renal cancer cells; 3.8% of 81,000 active; AID 1794767
# 786-0: 786-0 renal cancer cells. 5.1% of 81,000 active. AID 1794775
# UO-31: UO-31 renal cancer; AID 1794768; 5.2% of 81,000 active
# OVCAR-5: OVCAR-5 ovarian cancer. 2.9% of 82,000 active
# TK-10: TK-10 renal cancer cells | 3.9% of 81,000 active
# Active calls of the source: *; / = not tested or not shown; & = joins results of further samples; ! = not confirmed by another sample; [ ] = remark or other dose. The calls were made as follows: active = growth percent below 10; inactive = the rest.
SMILES,SK-OV-3,OVCAR-4,IGROV1,SN12C,786-0,UO-31,OVCAR-5,TK-10
CSc1nc2c(c(=O)[nH]1)C(c1ccc(Cl)cc1)C1=C(N2)/C(=C/c2ccc(Cl)cc2)CC1 (stereo not given),97,87,86,94,99,76,116,109
C=C1C(=O)O[C@H]2[C@H]1CC/C(COC(=O)/C=C\C(=O)NCc1ccc(Cn3c(=O)sn(-c4ccc(C#N)cc4)c3=O)cc1)=C\CC[C@@]1(C)O[C@@H]21,38,-81*,-99*,-94*,-76*,-100*,-84*,-85*
O=C(Nc1ccc(OCc2ccc(C(F)(F)F)cc2)cc1)c1ccc2nc(NC(=O)c3ccc(NCCc4ccccc4)c([N+](=O)[O-])c3)sc2c1,97,38,86,89,98,46,106,106
COc1cccc(C2CC(=O)Nc3c2cnn3Cc2ccco2)c1 (stereo not given),102,109,101,91,102,100,91,97
S=c1nc[nH]c2c1ncn2-c1ccccc1,104,102,104,92,111,96,102,115
CC(=O)Nc1ccc(S(=O)(=O)N/N=C(\C)CCC(=O)O)cc1,87,99,106,98,102,85,97,88
COc1ccc(-c2cnc3sc(C(=O)NNC(=O)c4ccc(Br)cc4)c(C)n23)cc1,114,110,104,112,106,85,109,129
CCOC(=O)c1c(C)nc2c(c1N)/C(=C/c1cccs1)C(=O)N2CCc1ccc(OC)c(OC)c1,103,96,96,85,97,72,87,94
C=C1CC[C@@H]2[C@]3(C)COC(c4cn[nH]c4-c4cccc(Br)c4)O[C@@H]3CC[C@@]2(C)[C@@H]1C/C=C1/C(=O)OCC1O (stereo not given in full),-33*,11,-60*,-78*,-96*,-100*,-76*,-60*
CCCCNC(=O)NOC1OC(CO)C(O)C(O)C1O (stereo not given),99,103,100,93,106,/,111,108
CCOc1ccc([C@@H]2[C@@H](Oc3ccccc3)C(=O)N2c2cc(OC)c(OC)c(OC)c2)cc1,30,44,22,31,10,35,43,48
C/C(=N/NC(=O)c1cc2ccccc2oc1=N)c1ccc(Br)cc1,90,102,104,102,81,90,100,84
NC(=O)c1cc(NCc2cc(O)ccc2O)ccc1O,102,105,116,89,113,95,116,105
COc1ccc(-c2nc3ccc(-c4nnc(SCC(=O)Nc5cc(OC)c(OC)c(OC)c5)o4)cc3[nH]2)cc1,118,103,100,98,87,88,119,129
CC(C)(C)OC(=O)NCc1ccc(NC(=S)Oc2ccccc2)cc1,87,97,88,67,93,80,82,/
COc1ccccc1N=Nc1c(S(=O)(=O)O)cc2cc(NC(=O)Nc3ccc4c(O)c(N=Nc5c(N)ccc6cc(S(=O)(=O)O)ccc56)c(S(=O)(=O)O)cc4c3)ccc2c1O,109,115,105,105,105,84,119,107
O=S(=O)(Oc1ccc(-c2ccc3sccc3c2)cc1)C1CCCCC1,107,107,118,99,107,105,100,111
NC(=O)CSc1oc(-c2ccccc2)nc1S(=O)(=O)c1ccc(Br)cc1,88,45,93,66,26,60,109,82
O=C1CSC(=S)N1/N=C/c1ccc(Cl)cc1Cl,108,112,99,96,98,84,102,103
Cc1ccc(C2CC(c3ccc(Nc4nc(NCCO)nc(N5CCOCC5)n4)cc3)=Nc3c(N)nc(N)nc3N2)cc1 (stereo not given),109,106,96,87,79,86,102,117
NC(=O)c1c(NC(=O)c2ccc(C3CCCCC3)cc2)sc2c1CCC(=O)C2,/,0.0*,25,24,26,12,23,17
CN1C(=O)NC(=NCc2ccccc2)C1NCc1ccccc1 (stereo not given),88,104,104,89,90,81,86,87
CN1CCN(c2ccc(Nc3nc(NCCNC(=O)c4ccc(Cl)cc4)c4sccc4n3)cc2)CC1,108,105,110,107,95,96,112,98
C=C(C)[C@@H]1CC[C@]2(C(=O)NCCCCNCCCN)CC[C@]3(C)[C@H](CC[C@@H]4[C@@]5(C)CCC(=O)C(C)(C)[C@@H]5CC[C@]43C)[C@@H]12,109,105,106,97,99,98,107,115
CCCCCC(C)N (stereo not given),117,105,107,109,96,92,/,115
CCC1(C2C=COC=C2)NC(=O)NC1=O (stereo not given),110,101,104,103,105,90,106,100
O=C(N/N=C/c1ccc(OC(F)F)c(OC2CCCC2)c1)c1cnn2c1NC(c1ccccc1)C2 (stereo not given),/,61,83,87,89,65,94,92
O=C(c1ccc2c(c1)OCO2)C(c1c[nH]c2ccccc12)c1c[nH]c2ccccc12,105,72,68,83,103,60,100,128
Nc1ccc(C(=O)Nc2nc3c(s2)C[C@@H](NC(=O)c2cc(Cl)c(Cl)[nH]2)CC3)cc1,97,91,85,80,93,55,105,107
NC(=Nc1ccccc1)SCCCSC(N)=Nc1ccccc1,97,77,80,89,102,42,86,101
C#C[C@]1(O)CC[C@H]2[C@@H]3CC=C4c5sc(-c6ccc(O)cc6)nc5CC[C@]4(C)[C@H]3CC[C@@]21C,100,107,103,106,107,95,95,110
COc1cc(-c2nc(-c3ccccc3)[nH]c2-c2ccnc(NCCCNS(=O)(=O)c3ccc(Br)cc3)n2)ccc1F,86,43,49,46,44,31,74,61
NC(=O)c1csc(CCNC(=O)c2ccccc2)n1,114&105,97&106,109&107,97&97,96&110,93&85,106&108,95&115
O=C(Nc1nc(-c2cccnc2)nc2c1sc(=S)n2-c1ccccc1)C(F)(F)F,76,99,99,92,78,86,110,55
CCOC(=O)C1C(=O)CC(=O)C(C(=O)OCC)C1c1ccc(O)cc1 (stereo not given),110,113,129,97,99,136,108,111
C(CSC1=NCCN1)CSC1=NCCN1,/,106,/,98,109,80,105,125
CCOc1cccc(-c2ccccc2)c1,104,95,106,93,102,91,107,97
COc1cc2c(c3c1OCO3)C(c1ccc3c(c1)OCO3)=NC(C)C2 (stereo not given),110,93,105,106,109,80,100,104
CN(C)CC1=NC2SC=C(c3ccccc3)C2C(=O)N1CC#N (stereo not given),119,85,/,109,96,13,90,95
CCOC(=O)c1cc(=O)c2c(OC)ccc(OC)c2[nH]1,127,114,114,110,119,86,108,105
NS(=O)(=O)c1ccc(NC(=S)NC(=O)c2ccc(OCc3ccccc3)cc2)cc1,114,104,99,101,110,70,104,105
CCOc1ccc(/C=N/N=C(N)N)cc1OCC,106,/,96,108,100,75,101,106
COC(=O)c1nc(N)nc(C(=O)OC)c1C(=O)c1ccncc1,114,111,111,103,107,93,107,106
COC(=O)C1(N)CCCC1,101,101,102,100,107,85,113,102
C[C@@H](C[C@H](CCO)c1cc(C(F)(F)F)cc(C(F)(F)F)c1)c1ccc2ccccc2c1,98,95,75,96,88,79,106,95
O=C(O)c1ccc(-n2cc(/C=N/Nc3ccc(F)c(Cl)c3)c(-c3cc4ccc(O)cc4oc3=O)n2)cc1,94,103,85,95,95,78,94,107
O=C1CC(c2nc3ccccc3s2)CN1C1CCCCC1 (stereo not given),92,94,95,93,109,70,100,121
O=C(Nc1ccccc1)OCCCl,92,110,101,98,99,81,/,/
Cc1ccc(-c2ccccc2N)c2[nH]c3ccccc3c12,97,79,78,90,87,61,82,102
CN1C(C(=O)Nc2ccc(Cl)cc2Cl)=C(O)c2ccccc2S1(=O)=O,94,117,108,101,91,86,102,99
O=C(O)CNC(=O)CNC(=O)CNC(=O)CNC(=O)OCc1ccccc1,112,106,107,96,93,92,95,98
CN(NC1CCC(=O)N1)c1ccccc1 (stereo not given),104,108,103,99,99,85,111,103
COc1ccc(C(=O)c2cc(C(=O)/C=C/c3ccc(Br)cc3)c3cc(C)ccn23)cc1,122,111,109,98,103,97,105,102
CCCCC(CC)C(=O)OCCCC1CCCO1 (stereo not given),96,/,95,97,97,77,99,88
CC(C)Cn1c2c(c(=S)[nH]c1=O)CCC2,/,101,103,98,104,86,100,102
CCCCCCCCn1ccc2cc(NC(=O)CN3CCN(c4nc(C)cc(N5CCCCC5)n4)CC3)ccc21,99,83,74,92,88,58,103,98
CN(C)c1ccc(/C(=N\N)c2ccccc2)cc1,105,99,95,105,102,78,102,93
COc1cc(NC(C)CN(CC(C)C)CC(C)C)c2ncccc2c1Cl (stereo not given),91,73,88,88,106,94,91,111
Cc1ccc(C(C)C)cc1NC1=C(Cl)C(=O)c2ccccc2C1=O,87,97,97,90,93,68,115,121
Oc1ccc2ccccc2c1CN(Cc1ccccc1)Cc1ccccc1,100,95,109,99,88,81,103,118
# (listing goes on)
SMILES,SK-OV-3,OVCAR-4,IGROV1,SN12C,786-0,UO-31,OVCAR-5,TK-10
CNC(=O)c1cc(N2CCc3c2ccc(NC(=O)Nc2ccc(Cl)c(Cl)c2)c3F)ccn1,98,81,98,87,73,89,108,94
CN(C)c1ccc(/C=C\C(=O)c2ccccc2)cc1,104&104&92,104&109&105,80&91&81,95&99&96,81&90&91,64&69&74,99&110&106,70&79&77
CC(C)(N)c1cn(-c2cccc(Cl)c2)nn1,108,102,103,97,101,81,99,112
CCC(=O)c1cc(O)ccc1O,113,111,111,96,108,85,105,94
NCCNc1nc(Nc2ccc(-c3nc4ccccc4[nH]3)cc2)c2cn[nH]c2n1,111,88,98,/,93,77,125,105
C(=N\Nc1nnc2n1N=C(c1ccccc1)CS2)/c1ccco1,95,98,94,97,108,74,102,105
COS(=O)(=O)c1cccc2c(S(=O)(=O)OC)cccc12,110,110,97,97,99,87,96,/
Cc1cccc(NC(c2cc3cccc4ccc5cccc2c5c43)c2nnnn2C(C)(C)C)c1C (stereo not given),77,85,74,93,98,67,87,138
O=[N+]([O-])c1ccc2[nH]ncc2c1,100,108,102,102,110,95,87,105
CCCCSc1nc(Nc2ccc(/C(C)=N/NC(N)=S)cc2)c(C#N)c(-c2ccccc2)n1,108,5.3*,58,20,3.0*,12,60,49
CN(C)N=Nc1ccc(C(=O)O)cc1,103,105,59,92,106,75,92,83
O=C(CSc1nc(-c2ccccc2)cn1-c1ccc(Cl)cc1)c1ccc(-c2ccccc2)cc1,100,94,111,95,99,89,88,95
O=C(O)CCCCCNC(=O)c1nc(-c2ccccc2)n(-c2ccc(F)cc2)n1,118,112,110,113,101,89,104,106
CCCCCCCCCCCCCCCCCC[S+](C)CC (stereo not given),50,7.8*,-34*,26,29,60,9.3*,9.5*
COc1ccc(/C(=C\c2cc(OC)c(OC)c(OC)c2)C(=O)N2CCN(c3ccccc3)CC2)cc1O,111,98,102,94,103,70,101,103
CC1(C)[C@@H](OC(=O)CCC(=O)O)CC[C@]2(C)[C@H]3C(=O)C=C4[C@@H]5C[C@@](C)(C(=O)O)CC[C@]5(C)CC[C@@]4(C)[C@]3(C)CC[C@@H]12,-64*!,-0.3*!,-36*!,-19*!,-67*!,-96*!,-75*!,-37*!
CC(=O)/C(=C\c1c(-c2ccccc2)[nH]c2ccccc12)S(=O)(=O)c1ccccc1,19,18,-5.8*,5.4*,9.8*,14,1.3*,10
N/C(=N\C(N)=N\c1nc2ccccc2s1)c1cccc(F)c1,94[5 µM],133[5 µM],68[5 µM],77[5 µM],107[5 µM],83[5 µM],102[5 µM],187[5 µM]
O=C(O)/C=C(\CCC1CCCCC1)C(=O)O,119,112,/,111,99,93,113,103
Clc1ccc2nc[nH]c2c1,113,108,113,96,104,88,100,107
O=C(CCl)Nc1ccc2c(Nc3cc(O)ccc3Cl)ncnc2c1,-4.9*,-65*,-71*,-83*,-90*,-93*,-75*,-67*
C=C(C)c1ccc(C(=C)C)cc1,115,113,110,103,113,88,103,108
O=C1c2ccccc2C23C(=C(c4cncnc4)c4cc(C(F)(F)F)ccc42)CCCN13 (stereo not given),103,90,79,100,86,88,99,90
COc1ccc(-c2cc(-c3cccn3C)c(C#N)c(=O)n2N=O)cc1OC,107,92,112,96,85,95,100,95
O=C(Cn1cnc2c(cc(-c3ccccc3)n2-c2ccccc2)c1=O)Nc1ccc(Cl)cc1,105,108,115,97,97,77,101,112
CCCCC(=O)N1C(=O)c2ccccc2S1(=O)=O,127,122,98,106,97,94,95,104
CC1(O)c2cccc(Sc3ccccc3)c2C(C)(O)c2c(Sc3ccccc3)cccc21 (stereo not given),81,99,91,83,91,84,93,111
C[N+](C)(C)CC(=O)N/N=C/c1ccc2c(c1)OCO2,111,104,122,99,94,93,102,108
CCOC(=O)c1cc(Sc2ccccc2)nc2ccccc12,97,99,109,108,87,69,91,84

# Quoted from the results shown for reference:
SMILES,SK-OV-3,OVCAR-4,IGROV1,SN12C,786-0,UO-31,OVCAR-5,TK-10
CC(=O)/C(=C\c1c(-c2ccccc2)[nH]c2ccccc12)S(=O)(=O)c1ccccc1,19,18,-5.8*,5.4*,9.8*,14,1.3*,10
N/C(=N\C(N)=N\c1nc2ccccc2s1)c1cccc(F)c1,94[5 µM],133[5 µM],68[5 µM],77[5 µM],107[5 µM],83[5 µM],102[5 µM],187[5 µM]
O=C(O)/C=C(\CCC1CCCCC1)C(=O)O,119,112,/,111,99,93,113,103
Clc1ccc2nc[nH]c2c1,113,108,113,96,104,88,100,107
O=C(CCl)Nc1ccc2c(Nc3cc(O)ccc3Cl)ncnc2c1,-4.9*,-65*,-71*,-83*,-90*,-93*,-75*,-67*
C=C(C)c1ccc(C(=C)C)cc1,115,113,110,103,113,88,103,108
O=C1c2ccccc2C23C(=C(c4cncnc4)c4cc(C(F)(F)F)ccc42)CCCN13 (stereo not given),103,90,79,100,86,88,99,90
COc1ccc(-c2cc(-c3cccn3C)c(C#N)c(=O)n2N=O)cc1OC,107,92,112,96,85,95,100,95
O=C(Cn1cnc2c(cc(-c3ccccc3)n2-c2ccccc2)c1=O)Nc1ccc(Cl)cc1,105,108,115,97,97,77,101,112
CCCCC(=O)N1C(=O)c2ccccc2S1(=O)=O,127,122,98,106,97,94,95,104
CC1(O)c2cccc(Sc3ccccc3)c2C(C)(O)c2c(Sc3ccccc3)cccc21 (stereo not given),81,99,91,83,91,84,93,111
C[N+](C)(C)CC(=O)N/N=C/c1ccc2c(c1)OCO2,111,104,122,99,94,93,102,108
CCOC(=O)c1cc(Sc2ccccc2)nc2ccccc12,97,99,109,108,87,69,91,84
